Bioassay records (PubChem BioAssay)
LMPTP block = blocks human LMPTP phosphatase. P24666. recombinant LMPTP-A, OMFP fluorogenic substrate, fluorescence intensity. inhibition, % at 20 µM. 360,000 compounds, 0.22% hits;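 active means compounds that cut the enzyme signal by at least half of the control window in the single-dose screen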;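 further: plate controls were DMSO wells with enzyme plus substrate for no effect and substrate without enzyme for full effect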
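material = LMPTP-A | quantity = 0.625 nM enzyme | reagent = OMFP substrate, 400 µM final | buffer or medium = Bis-Tris pH 6.0, DTT, detergent | detection = endpoint fluorescence intensity from OMFP dephosphorylation | dosing = single 20 µM dose | read-out basis = % inhibition relative to no-enzyme and uninhibited control wells | control set = no-enzyme and uninhibited controls | timing = 50 min at room temperature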
Scp-1 inhibitor = blocks human Scp-1 phosphatase activity; Recombinant Scp1, phosphopeptide, malachite green phosphate absorbance; inhibition, % at 20 µM; 340,000 compounds, 0.88% hits; AID 493091;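 active means inhibition above about 50% at 20 µM, limit read from the data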;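 further: plate controls were DMSO wells with enzyme for no effect and wells lacking enzyme for full effect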
Target sequence (Q9GZU7 76-261 limits assumed): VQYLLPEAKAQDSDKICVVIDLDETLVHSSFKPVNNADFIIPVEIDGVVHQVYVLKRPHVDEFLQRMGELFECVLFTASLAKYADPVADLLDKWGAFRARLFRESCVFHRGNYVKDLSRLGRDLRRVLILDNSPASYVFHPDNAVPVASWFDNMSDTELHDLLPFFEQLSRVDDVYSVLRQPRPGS
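Incubation: 45 min enzyme reaction at room temperature / System: truncated SCP-1 phosphatase (76-261aa) / Reagent: Phospho 17-mer peptide substrate / Buffer or medium: Acidic Tris acetate buffer with magnesium and detergent / Signal: absorbance at 630 nm / Doses: one concentration, 20 µM, with 1.0% DMSO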
SKN-1 block = inhibitors of C. elegans SKN-1 | C. elegans VP596 Pgst-4::GFP/RFP ratio, acrylamide-induced, 24 h | 360,000 compounds, 0.49% hits | AID 624304 | inhibition, % at 21.8 µM;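 active means interference check ratio from 0.5 to 1.5 plus GFP to RFP signal ratio inhibition reaching or exceeding a fixed threshold, cut at about 30% in these data, passing the limit was not always enough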; further: some compounds called inactive have numbers as strong as hits
DNMT1 inh = blocks human DNA methyltransferase DNMT1. P26358. AID 588458. inhibition (reported as % activation of signal), % at 10 µM. 360,000 compounds, 0.83% hits. DNMT1 molecular beacon, Hinp1I cleavage, fluorescence; in the data active means inhibition above about 50%
MT1-MMP act inh = blocks activation of human MT1-MMP. 360,000 compounds, 0.061% hits. HT1080 RFP-PRO-GFP cells, GFP/RFP ratio fluorescence, overnight; percent of plate control window, DMSO zero. GFP/RFP ratio change, % at 20 µM. P50281;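 active means GFP/RFP ratio change of at least 30% with cell ATP level not reduced by more than half and red fluorescence within 50% of control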; further: strong numbers were not always called active
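Assay system: HT1080 RFP-PRO-GFP cells. Benchmarks: DMSO vehicle wells and RFP-L50D-GFP reporter cell wells. Times: overnight cell settling, then overnight compound exposure, 37 °C, 5% CO2. Compound: 20 µM single dose, 1% DMSO. Read-out basis: GFP/RFP fluorescence ratio.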
NadD inh = NadD (S. aureus) enzyme inhibition. purified NadD enzyme, colorimetric absorbance read-out. inhibition, % at 20 µM. 360,000 compounds, 0.78% hits; in the data active means inhibition above about 26%; further: some compounds past the cut are filed as inactive
Rpn11 inh = blocks the human proteasome subunit Rpn11 | O00487 | human 26S proteasome, Ub4-pepOG fluorescence polarization; 20S core pre-blocked with epoxomicin | calls only at 20 µM | 360,000 compounds, 0.59% hits | AID 588493;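 active means inhibition at 20 µM, scaled to each plate's controls, above about 33%, limit read from the data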
STEP block = blocks human striatal-enriched tyrosine phosphatase; 360,000 compounds, 0.25% hits; inhibition, % at 20 µM; recombinant STEP, OMFP fluorogenic substrate, fluorescence; AID 588621;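 active means inhibition at 20 µM, scaled per plate between control wells, above about 37%, limit read from the data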;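 further: 0% = DMSO with enzyme and substrate and 100% = substrate only without enzyme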
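medium = Bis-Tris buffer pH 6.0, 2.5 mM DTT, 0.005% Tween 20 | test system = STEP (striatal-enriched tyrosine phosphatase) enzyme, cell-free | measure = normalized % inhibition | compound dosing = 20 µM, 1% DMSO | also added = 25 µM OMFP | schedule = reaction 20 min, ambient temperature | measured by = fluorescence read at 480 nm ex / 540 nm em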
SUMO1-SIM PPI = alters human SUMO1 binding to SIM partners; P63165; inhibition, % at 20 µM; 360,000 compounds, 0.33% hits; SUMO1 binding to a labelled peptide, TR-FRET, 1 h; in the data active means inhibition above about 37%
NRP1-CendR mod = modulators of CendR peptide binding to human neuropilin-1. O14786. FAM-RPARPAR peptide binding to NRP-1, fluorescence polarization. inhibition, % at 25 µM. 360,000 compounds, 0.85% hits. AID 602438;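 active means inhibition or corrected inhibition above about 18%, plus a signal ratio from 0.5 to 1.5, limit read from the data, passing the limit was not always enough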; further: strong numbers were not always called active
Target sequence (O14786 whole entry, looked up): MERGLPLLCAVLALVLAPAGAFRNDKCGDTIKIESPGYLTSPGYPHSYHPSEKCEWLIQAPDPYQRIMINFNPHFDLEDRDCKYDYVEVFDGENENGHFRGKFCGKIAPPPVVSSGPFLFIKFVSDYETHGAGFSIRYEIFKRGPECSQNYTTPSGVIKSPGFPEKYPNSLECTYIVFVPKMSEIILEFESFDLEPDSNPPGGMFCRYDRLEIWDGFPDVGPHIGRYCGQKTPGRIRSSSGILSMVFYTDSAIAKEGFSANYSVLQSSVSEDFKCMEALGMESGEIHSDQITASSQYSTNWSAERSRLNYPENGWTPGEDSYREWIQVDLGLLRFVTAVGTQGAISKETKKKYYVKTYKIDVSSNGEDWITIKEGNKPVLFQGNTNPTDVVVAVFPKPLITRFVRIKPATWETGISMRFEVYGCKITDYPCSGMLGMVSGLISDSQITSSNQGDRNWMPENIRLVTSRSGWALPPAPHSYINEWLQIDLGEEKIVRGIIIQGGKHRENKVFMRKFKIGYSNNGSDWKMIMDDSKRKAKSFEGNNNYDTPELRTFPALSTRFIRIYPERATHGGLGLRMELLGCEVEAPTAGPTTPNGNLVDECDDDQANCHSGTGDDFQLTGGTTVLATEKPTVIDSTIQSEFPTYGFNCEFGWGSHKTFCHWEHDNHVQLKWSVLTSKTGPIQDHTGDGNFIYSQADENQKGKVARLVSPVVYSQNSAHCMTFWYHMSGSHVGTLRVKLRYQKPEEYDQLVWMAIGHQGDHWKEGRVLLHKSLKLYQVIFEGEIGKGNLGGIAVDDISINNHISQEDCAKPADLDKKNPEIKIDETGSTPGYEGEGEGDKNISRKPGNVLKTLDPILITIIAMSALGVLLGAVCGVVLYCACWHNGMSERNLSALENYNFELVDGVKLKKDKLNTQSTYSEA
An asterisk follows results filed as active; i = inactive; . = no result given; + = active, no number. The order is random; overall some 3.9% were active at least once.

1: CCCNC(=O)CN1C(=O)NC(CC)(c2ccc(F)cc2)C1=O (stereo not drawn)
2: O=c1[nH]c(=O)c2[nH]c(=O)n(-c3ccccc3)c2[nH]1
3: Cc1ccsc1CNCc1cc(Cl)ccc1O
4: COC(=O)N/N=C/c1sc(N2CCCCC2)nc1-c1cccs1
5: O=C(CCNc1ccc(Cc2ccncc2)cc1)c1ccc([N+](=O)[O-])cc1
6: Cc1nc2ccccc2c(=O)n1NC(=O)c1c(O)c2c(n(CC(C)C)c1=O)CCCC2
7: Cc1cccc(C)c1NC(=O)CN(C)C(=O)C1CC1C (stereo not drawn)
8: CC(=O)Nc1ccc(NC(=O)CN2CCN(c3ccccn3)CC2)cc1
9: Cc1oncc1C(=O)NC(C)C
10: OC1(c2nc3ccccc3[nH]2)CCCCC1
assay / compound | 1 | 2 | 3 | 4 | 5 | 6 | 7 | 8 | 9 | 10
LMPTP block | -0.5 | 0.1 | -1.8 | 0.2 | 9.8 | 2.1 | -1.9 | -1.3 | 1.3 | 1.1
Scp-1 inhibitor | -6 | 2 | -3 | -21 | -1 | -2 | -12 | -9 | -9 | 0
SKN-1 block | 4 | 4 | 23 | 17 | 4 | 10 | 3 | 2 | -9 | 5
DNMT1 inh | 1 | -10 | 6 | -3 | -10 | -3 | 2 | 0 | 6 | 11
MT1-MMP act inh | -11 | 2 | 5 | -11 | 3 | -10 | -2 | -1 | -1 | 0
NadD inh | 0 | 0 | -5 | -3 | 3 | 23 | 5 | -5 | 4 | -3
Rpn11 inh | i | i | i | i | i | i | i | i | i | i
STEP block | -4 | 2 | -1 | 1 | 5 | 6 | -4 | -3 | 0 | 2
SUMO1-SIM PPI | -2 | -3 | -1 | -8 | -23 | 6 | -3 | 0 | -5 | 3
NRP1-CendR mod | 6 | -4 | 8 | -30 | 10 | -12 | 18 | -1 | -2 | 10

11: COc1ccc(OC)c(-c2csc(NC(=O)CSc3nnnn3C)n2)c1
12: O=C(NCc1ccccc1)C1c2ccccc2OCC(=O)N1C1CC1 (stereo not drawn)
13: CC(OC(=O)CCc1nc2ccccc2c(=O)[nH]1)C(=O)NCc1ccc2c(c1)OCO2 (stereo not drawn)
14: CCc1nnc(NC(=O)CCS(=O)(=O)Cc2ccccc2)s1
15: COc1ccc(S(=O)(=O)N2CCc3ccccc32)cc1C(=O)N1CCC(C)CC1
16: CCc1ccccc1N(C(=O)c1snc(C(N)=O)c1N)C(C(=O)NCC1CCCO1)c1c[nH]c2ccccc12 (stereo not drawn)
17: CCOC(=O)C1=C(N)Oc2cc(O)ccc2C1c1ccc([N+](=O)[O-])cc1 (stereo not drawn)
18: COc1cccc(C(=O)NNC2=CC(=O)CC(C)(C)C2)c1
19: COC(=O)CSc1nc2cc3c(cc2cc1C)OCO3
20: O=C(O)c1ccc(N2CCCC2=O)cc1
assay / compound | 11 | 12 | 13 | 14 | 15 | 16 | 17 | 18 | 19 | 20
LMPTP block | -0.8 | -2.4 | 1.3 | -0.5 | -2.1 | 1.4 | 2.7 | 0.2 | -0.1 | -1.4
Scp-1 inhibitor | -1 | . | -3 | 1 | -4 | -10 | -1 | -6 | -5 | -3
SKN-1 block | -8 | -2 | 4 | -9 | 11 | 2 | 9 | -19 | 12 | 1
DNMT1 inh | 5 | . | 2 | 1 | 0 | -6 | -5 | -11 | -1 | 2
MT1-MMP act inh | 5 | 3 | 1 | -1 | -1 | -11 | 0 | 5 | 0 | 1
NadD inh | -4 | 3 | 7 | 2 | 1 | 6 | 0 | -2 | -4 | -6
Rpn11 inh | i | . | i | i | i | i | i | i | i | i
STEP block | -1 | . | 12 | 0 | -1 | -3 | -3 | -1 | 1 | -1
SUMO1-SIM PPI | -2 | 3 | 5 | 0 | 1 | 1 | -7 | -1 | 2 | 3
NRP1-CendR mod | -3 | -7 | -6 | 6 | 2 | -15 | 3 | 15 | 5 | 9

A draw from above in order of count of non-hydrogen atoms, falling.
16: CCc1ccccc1N(C(=O)c1snc(C(N)=O)c1N)C(C(=O)NCC1CCCO1)c1c[nH]c2ccccc12 (stereo not drawn)
12: O=C(NCc1ccccc1)C1c2ccccc2OCC(=O)N1C1CC1 (stereo not drawn)
14: CCc1nnc(NC(=O)CCS(=O)(=O)Cc2ccccc2)s1
19: COC(=O)CSc1nc2cc3c(cc2cc1C)OCO3
20: O=C(O)c1ccc(N2CCCC2=O)cc1
assay / compound | 16 | 12 | 14 | 19 | 20
LMPTP block | 1.4 | -2.4 | -0.5 | -0.1 | -1.4
Scp-1 inhibitor | -10 | . | 1 | -5 | -3
SKN-1 block | 2 | -2 | -9 | 12 | 1
DNMT1 inh | -6 | . | 1 | -1 | 2
MT1-MMP act inh | -11 | 3 | -1 | 0 | 1
NadD inh | 6 | 3 | 2 | -4 | -6
Rpn11 inh | i | . | i | i | i
STEP block | -3 | . | 0 | 1 | -1
SUMO1-SIM PPI | 1 | 3 | 0 | 2 | 3
NRP1-CendR mod | -15 | -7 | 6 | 5 | 9

The listing continues.
21: NC(=O)Nn1c(CCC(=O)O)ccc1-c1ccc(Cl)cc1
22: COC(=O)C1=COC(OC2OC(CO)C(O)C(O)C2O)C2C(C)CC(=O)C12 (stereo not drawn)
23: Cn1c(=O)oc2cc(S(=O)(=O)Nc3cccc4c3CCCC4)ccc21
24: Cn1cccc1/C=N/NC(=O)c1ccc[n+]([O-])c1
25: COC(=O)C1=CN(C2CC2)C=C(C(=O)OC)C1c1ccccc1OC
26: CCNC(=S)NNC(=O)c1cccs1
27: Cc1ccc(S(=O)(=O)NCCC(C)C)cc1[N+](=O)[O-]
28: CCOC(=O)Cc1csc(NC(=O)CSc2nnc(-c3ccc(C)cc3)o2)n1
29: CC(C)NC(=S)NC(=O)/C=C/c1cccc2ccccc12
30: CC(=O)c1c(C)[nH]c(C(=O)OCC(=O)NCCC2=CCCCC2)c1C
assay / compound | 21 | 22 | 23 | 24 | 25 | 26 | 27 | 28 | 29 | 30
LMPTP block | -1.1 | 8.0 | -0.9 | 0.9 | 0.8 | 0.1 | -2.6 | -1.7 | -0.6 | 0.4
Scp-1 inhibitor | -9 | . | -11 | -3 | -5 | -3 | -3 | -1 | -2 | 2
SKN-1 block | 1 | 2 | -3 | -2 | -5 | -13 | 7 | -1 | -3 | -17
DNMT1 inh | -4 | 74* | -1 | -1 | 1 | 1 | 1 | 7 | -1 | -1
MT1-MMP act inh | 5 | -1 | -26 | -2 | -2 | 1 | -2 | 0 | -9 | 1
NadD inh | -1 | 0 | 0 | -1 | -2 | -4 | -6 | -6 | 9 | -5
Rpn11 inh | i | i | + | i | i | i | i | i | i | i
STEP block | 1 | 18 | -5 | -1 | -3 | -1 | 0 | -5 | -2 | 2
SUMO1-SIM PPI | 3 | 2 | 3 | -3 | -3 | -1 | -7 | -2 | -2 | 7
NRP1-CendR mod | -2 | -12 | -61 | 0 | -18 | 7 | 2 | -9 | -1 | 10

31: CCOC(=O)Cc1cc(=O)n2[nH]c(-c3ccc(C)cc3)cc2n1
32: CCOC(=O)N1CCN(C(=O)COC(=O)Cc2ccc(Cl)cc2)CC1
33: O=C(Nc1ccnn1C1CCN(C(=O)c2ccccc2C(F)(F)F)CC1)C1CC1
34: O=C(CN1C(=O)NC2(CCCC2)C1=O)Nc1nc2c(F)cc(F)cc2s1
35: CCC(NC(=O)c1ccccc1NC(=O)c1ccco1)C(=O)O (stereo not drawn)
36: CC(=O)c1cccc([N+](=O)[O-])c1
37: O=C(NCC1CCCO1)/C(=C/c1cn(-c2ccccc2)nc1-c1cccnc1)NC(=O)c1ccccc1 (stereo not drawn)
38: COc1cccc(C(=O)Nc2ccc(Oc3cccc(C(F)(F)F)c3)nc2)c1
39: COC(=O)c1ccc2c(=O)n(Cc3ccco3)c(SCC(=O)Nc3ccc(C)c(Cl)c3)nc2c1
40: C[C@H](CO)N1C[C@H](C)[C@@H](CN(C)S(C)(=O)=O)Oc2c(NC(=O)Cc3ccccc3)cccc2C1=O
assay / compound | 31 | 32 | 33 | 34 | 35 | 36 | 37 | 38 | 39 | 40
LMPTP block | -1.0 | -0.1 | 0.0 | 0.2 | -2.1 | -0.7 | -0.2 | 3.6 | 0.3 | -0.1
Scp-1 inhibitor | 14 | -3 | -2 | -4 | 2 | 3 | 3 | -17 | -7 | 1
SKN-1 block | 15 | 11 | 18 | 5 | -28 | 3 | -1 | -5 | 8 | 5
DNMT1 inh | 6 | 0 | 0 | -3 | 2 | -2 | -1 | -6 | 46 | -1
MT1-MMP act inh | 0 | -5 | -4 | -3 | -3 | 0 | 1 | -6 | 2 | 1
NadD inh | 5 | 1 | 4 | 7 | -2 | 5 | 7 | -14 | 12 | -6
Rpn11 inh | i | i | i | i | i | i | i | i | i | i
STEP block | -2 | 0 | -1 | 0 | 0 | -2 | 0 | 2 | 1 | 1
SUMO1-SIM PPI | 7 | -4 | -1 | 8 | 3 | -23 | -3 | 2 | -2 | -4
NRP1-CendR mod | -8 | -14 | 12 | -18 | 1 | -24 | -1 | -5 | -9 | -7

41: Cc1ccc(CSCC(=O)N2CCN(c3ccc(F)cc3)CC2)cc1
42: O=C(CN1C(=O)NC2(CCSC2)C1=O)NCc1ccccc1 (stereo not drawn)
43: O=C(NC1CCCC1)C(Cc1ccccc1)n1cccc1 (stereo not drawn)
44: CCc1nn(C(C)C(=O)N(C)Cc2ccccc2)c(=O)c2cc3occc3n12 (stereo not drawn)
45: CC[C@@]1(C(=O)OC)N[C@H](CN(C)S(=O)(=O)c2ccc(C(F)(F)F)cc2)[C@@H]2C(=O)N(C)C(=O)[C@@H]21
46: CCCc1ccccc1OCCNC(=O)c1cc(=O)n(C)c(=O)n1C
47: COC(=O)c1c(NC(=O)c2ccnn2C)sc(C)c1C
assay / compound | 41 | 42 | 43 | 44 | 45 | 46 | 47
LMPTP block | -0.2 | -0.7 | -0.6 | 12 | -2.0 | -0.4 | -0.2
Scp-1 inhibitor | 2 | -2 | -9 | -2 | -11 | -5 | -5
SKN-1 block | 6 | -1 | 14 | 14 | -6 | -2 | 9
DNMT1 inh | 1 | -2 | 3 | -3 | 1 | -2 | 2
MT1-MMP act inh | 7 | -1 | 5 | 13 | 5 | 2 | -19
NadD inh | 1 | -5 | 2 | 8 | -1 | -2 | 1
Rpn11 inh | i | i | i | i | i | i | i
STEP block | 0 | -4 | 0 | -2 | -4 | -2 | 0
SUMO1-SIM PPI | -2 | 0 | 3 | -1 | 2 | -1 | -1
NRP1-CendR mod | 8 | 14 | 7 | 2 | -8 | 3 | 7
